GSTO1 counter: inhibitors of recombinant GSTO1, primary screen, counter-screen for RBBP9 inhibitor project, biochemical, fluorescence polarization. AID 1974, 2009. inhibition, % at 5.96 µM. activity-based probe fluorescence polarization. Glutathione S-transferase omega-1 (Homo sapiens), P78417. actives 1.1% (n = 300,000);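 active = inhibition above the campaign mean inhibition plus 3 SD, cut at about 35% in these data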;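 note: 0% = GSTO1-1 with DMSO and 100% = wells lacking GSTO1-1 enzyme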
LYPLA2 inh: LYPLA2 inhibitors, primary screen, counter-screen for PME1 inhibitor project, biochemical, fluorescence polarization, FP-Rh probe ABPP | recombinant LYPLA2 | inhibition, % at 5.9 µM | AID 2177, 2009 | actives 0.38% (n = 320,000);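 active = inhibition above the screen-wide mean plus 3 SD, limit set per campaign, cut at about 26% in these data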;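 note: 0% = LYPLA2 with DMSO and 100% = wells lacking LYPLA2 enzyme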
LYPLA1 counter: LYPLA1 inhibitors, primary screen, counter-screen for PME1 inhibitor project, biochemical, fluorescence polarization, FP-Rh probe ABPP; Acyl-protein thioesterase 1 (Homo sapiens), O75608; recombinant LYPLA1; inhibition, % at 5.9 µM; actives 0.16% (n = 320,000);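 active = inhibition above the mean of all tested compounds plus 3 SD, set per campaign, cut at about 14% in these data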;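 note: inhibitors block serine hydrolase probe labeling of LYPLA1 so polarization falls; 0% = enzyme with DMSO and 100% = wells lacking LYPLA1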
PAFAH2 FP inh: PAFAH2 enzyme inhibitors, primary screen, biochemical, fluorescence polarization, human. recombinant PAFAH2, FP-rhodamine activity probe. actives 0.99% (n = 340,000). inhibition, % at 3.39 µM;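 active = inhibition above the mean over all tested compounds plus 3 SD, cut at about 30% in these data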;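 note: inhibitors block probe labeling of enzyme so polarization drops; 0% = enzyme with DMSO and 100% = wells lacking PAFAH2 protein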
PAFAH1B3 FP inh: PAFAH1B3 enzyme inhibitors, primary screen, biochemical, fluorescence polarization, human | inhibition, % at 3.39 µM | actives 0.28% (n = 340,000) | Platelet-activating factor acetylhydrolase IB subunit alpha1 (Homo sapiens), Q15102 | recombinant PAFAH1B3, FP-rhodamine probe;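 active = inhibition above the screen-wide average of all tested compounds plus 3 SD, cut at about 25% in these data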;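 note: 0% = enzyme with DMSO only and 100% = wells lacking PAFAH1B3 protein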
Target sequence (Q15102 whole entry, looked up): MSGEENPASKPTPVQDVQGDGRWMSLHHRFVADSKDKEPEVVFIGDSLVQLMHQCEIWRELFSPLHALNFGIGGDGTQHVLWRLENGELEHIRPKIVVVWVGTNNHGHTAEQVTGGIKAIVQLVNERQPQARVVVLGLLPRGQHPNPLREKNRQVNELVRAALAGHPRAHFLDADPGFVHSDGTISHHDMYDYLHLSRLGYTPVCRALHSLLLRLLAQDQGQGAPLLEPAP
EBNA-1 inh: EBNA-1 DNA-binding inhibitors, primary screen, biochemical, fluorescence polarization | inhibition, % at 14.8 µM | actives 0.34% (n = 300,000) | AID 1950, 2009; in the data active = inhibition above about 28%
ZTA counter: counter-screen for EBNA-1 inhibitors: inhibitors of Epstein-Barr virus ZTA; ZTA-DNA binding, fluorescence polarization; inhibition, % at 11 µM; P03206; AID 2234; actives 0.15% (n = 320,000); in the data active = inhibition above about 33%
PAD4 inh: human PAD4 inhibitors, primary screen, biochemical, fluorescence polarization, 1536-well format; Protein-arginine deiminase type-4 (Homo sapiens), Q9UM07; recombinant PAD4, RCA probe fluorescence polarization; inhibition, % at 6.36 µM; actives 0.41% (n = 330,000);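 active = percent inhibition above a cutoff equal to the mean of all tested compounds plus 3 SD, cut at about 15% in these data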;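 note: 0% = PAD4 with RCA probe and DMSO and 100% = probe without PAD4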
Target sequence (Q9UM07 whole entry, looked up): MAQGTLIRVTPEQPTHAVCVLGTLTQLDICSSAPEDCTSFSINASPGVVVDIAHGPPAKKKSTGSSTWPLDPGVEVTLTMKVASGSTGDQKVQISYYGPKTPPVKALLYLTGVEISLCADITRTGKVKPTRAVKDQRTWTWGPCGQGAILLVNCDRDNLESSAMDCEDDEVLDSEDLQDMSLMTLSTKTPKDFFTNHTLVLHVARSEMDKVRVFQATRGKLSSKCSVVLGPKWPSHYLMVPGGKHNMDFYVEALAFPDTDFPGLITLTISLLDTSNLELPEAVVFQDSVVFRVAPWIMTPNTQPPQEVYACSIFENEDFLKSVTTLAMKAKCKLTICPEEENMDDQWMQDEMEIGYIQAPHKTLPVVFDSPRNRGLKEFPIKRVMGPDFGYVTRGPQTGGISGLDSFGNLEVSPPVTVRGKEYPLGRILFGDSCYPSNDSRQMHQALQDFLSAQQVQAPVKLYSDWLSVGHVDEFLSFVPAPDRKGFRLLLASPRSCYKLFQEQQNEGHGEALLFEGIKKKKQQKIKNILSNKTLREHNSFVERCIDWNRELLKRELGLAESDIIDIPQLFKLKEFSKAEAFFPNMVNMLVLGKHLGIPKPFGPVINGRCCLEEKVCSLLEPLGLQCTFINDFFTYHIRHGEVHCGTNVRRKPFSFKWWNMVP
PREPL inhibitor: PREPL enzyme inhibitors, primary screen, biochemical, fluorescence polarization | Prolyl endopeptidase-like (Homo sapiens), Q4J6C6 | recombinant PREPL, fluorescence polarization activity-based probe | inhibition, % at 5.96 µM | actives 0.68% (n = 320,000) | AID 2751, 2010; in the data active = inhibition above about 43%;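 note: 0% = enzyme with DMSO and 100% = wells lacking enzyme; many of its hits are not listed in these tables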
The depositor's hits bear a star; . = not tested or not shown. These rows are one share of the data; rates above refer to the full screens.

Each structure is followed by: GSTO1 counter	LYPLA2 inh	LYPLA1 counter	PAFAH2 FP inh	PAFAH1B3 FP inh	EBNA-1 inh	ZTA counter	PAD4 inh	PREPL inhibitor
1) CC(C)C(NS(=O)(=O)c1cccs1)C(=O)N(C)Cc1ccccc1 (stereo unspecified)
    4	-2	-3	4	1	2	14	3	5
2) O=C(c1cc(C2CC2)nn1-c1ccccc1)N1CCN(Cc2c(F)cccc2Cl)CC1
    .	4	-2	2	5	.	-4	1	6
3) COc1ccc2cc(C#N)c(Cl)nc2c1
    9	5	-1	.	.	-1	16	-3	-16
4) Cc1cc(C(=O)CSc2nnc(-c3ccco3)o2)c(C)n1Cc1ccco1
    11	-12	-4	2	-7	3	14	-2	-10
5) Cc1nc2nc(SCc3ccc([N+](=O)[O-])cc3)[nH]c2cc1Br
    0	-4	-2	-10	6	-1	5	1	0
6) NC(=O)C1(C(N)=O)OC1c1ccccc1 (stereo unspecified)
    6	-3	-5	-4	7	-2	7	2	-2
7) O=C(N/N=C/c1ccc(O)cc1)/C(=C/c1ccccc1)CCO
    0	0	0	5	9	-7	4	6	-4
8) COc1ccc(S(=O)(=O)NCc2cccnc2)cc1NC(=O)c1ccc(C)cc1
    6	0	1	-1	-1	-5	4	-6	-7
9) COc1ccc(CCC(=O)NCCS(=O)(=O)N2CCN(c3ccccc3)CC2)cc1
    7	0	1	-5	8	6	2	-4	7
10) O=C(CO/N=C/c1cccc([N+](=O)[O-])c1)NC1CCCCCC1
    1	-7	2	0	3	-11	3	0	23
11) COc1ccc(N2CCN(S(=O)(=O)c3c(C)[nH]c(C)c3C(=O)N3CCCCC3)CC2)cc1
    1	-4	-2	-4	5	-5	1	-2	13
12) O=[N+]([O-])c1ccc(Cl)c(/C=N/n2c(-c3ccncc3)n[nH]c2=S)c1
    50*	3	0	11	4	4	-4	0	10
13) O=C(c1ccc(S(=O)(=O)N2CCCCC2)cc1)N1CCCc2ccccc21
    3	6	5	6	6	2	4	1	-3
14) COc1ccc(CN(Cc2cccnc2)S(=O)(=O)c2ccc(-n3cnnn3)c(OC)c2)cc1
    1	0	-4	3	9	-6	7	1	-5
15) COC(=O)c1nn(-c2ccccc2)c(Sc2ccc(Cl)cc2)c1/C=N/O
    2	-9	-7	-4	-4	1	-7	-4	15
16) CCN(CC)CCCNC(=O)Cn1ncn2cccc2c1=O
    2	-4	-3	0	4	-13	-8	-1	-1
17) Cc1ccc(CNC(=O)c2cccc3c2C(=O)c2ccc(N4CCOCC4)cc2S3(=O)=O)cc1
    .	-6	-2	5	-4	.	11	-4	11
18) O=C(O)c1cc(-c2ccccc2)nc2nc(N3CCCCC3)sc12
    -43	-5	-2	.	.	3	0	-2	-3
19) CCC1(C)Cc2c(sc3nc(SC)[nH]c(=O)c23)CO1 (stereo unspecified)
    0	0	0	2	1	5	11	-4	-13
20) O=C(O)CCC(=O)Nc1nc2nccc(-c3ccccc3)n2n1
    4	-5	-3	-5	0	-5	-2	-2	-4
21) O=C(N/N=C/c1ccc(Br)cc1)c1cc[n+](Cc2ccccc2)cc1
    -4	9	0	-6	2	-5	-8	-2	15
22) Cc1ccc(S(=O)(=O)Nc2ccccc2C(N)=O)cc1
    -3	0	0	5	9	-2	-1	-5	7
23) COc1ccc(N2CCN(C(=O)c3ccccc3Br)CC2)c([N+](=O)[O-])c1
    2	10	2	1	1	0	0	4	8
24) CC(C)Cn1c(N)c(C(=O)COC(=O)c2ccncc2)c(=O)n(C)c1=O
    -9	3	-2	4	0	-8	-2	-2	-8
25) CCCSc1nc2c(c(=O)[nH]c(=O)n2C)n1C
    2	5	2	0	-8	-2	12	2	3
26) COC(=O)[C@H](Cc1ccccc1)NC(=O)NCCc1ccc(OC)cc1
    -1	-7	-3	-4	3	4	6	-4	-13
27) Cc1oc2nc(SCC(=O)NC3CCCCC3)nc(N)c2c1C
    0	-3	-3	-2	-4	-3	-3	3	6
28) CCOc1ccccc1N(C(=O)c1snc(C(N)=O)c1N)C(C(=O)NCCC(C)C)c1ccco1 (stereo unspecified)
    0	3	0	-4	6	-3	-13	1	7
29) O=C(NCc1ccco1)c1cc(-c2ccccn2)nc2ccccc12
    5	4	3	1	10	-3	0	6	8
30) C/C(=N\NC(=O)Cc1cccn1C)c1cccs1
    7	-1	-4	1	0	3	7	-4	-1
31) Cc1sc2ncn3ncnc3c2c1C
    7	-2	-2	-1	0	10	2	2	3
32) CCCn1c(-c2ccc[nH]c2=O)nc2ccccc21
    -5	3	2	2	1	-1	-30	-7	2
33) O=C(O)c1cccc(S(=O)(=O)Nc2ccc(Oc3ccccc3)cc2)c1
    .	.	.	1	9	.	.	1	17
34) CC(C(=O)N(C)C1CCS(=O)(=O)C1)N1C(=O)/C(=C/c2ccco2)SC1=S (stereo unspecified)
    12	-4	-9	-8	-2	3	-2	-9	0
35) Cc1sc2nc(C(C)C)nc(SCC(=O)NCc3ccco3)c2c1C
    -1	3	1	-7	10	-1	14	1	-8
36) COc1cccc(C(=O)COC(=O)C2CC3CCCC(C2)C3=O)c1 (stereo unspecified)
    6	-2	0	6	5	-6	0	-6	-1
37) Cc1cnc(C(=O)NC2CCSc3ccccc32)cn1 (stereo unspecified)
    0	6	3	1	-2	1	-9	-1	2
38) CC1C(=O)N(Cc2cccc(F)c2)c2ccccc2N1C(=O)c1ccccc1 (stereo unspecified)
    8	13	9	-3	11	10	19	6	2
39) Cc1c(Nc2nc3ccccc3nc2NS(=O)(=O)c2cccc(Cl)c2)c(=O)n(-c2ccccc2)n1C
    0	-2	-1	25	4	3	-1	3	-6
40) CCCC1=Nc2cc(C(=O)NCCCN3CCN(C)CC3)ccc2Sc2ccccc21
    0	0	0	-4	6	10	3	1	-8
41) Cc1ccc(C(=O)N2CCN(c3ncnc4c(C)csc34)CC2)cc1
    12	4	-1	4	4	-11	-16	0	-11
42) CCOc1ccccc1NC(=S)NCc1ccccc1
    4	5	0	0	9	5	14	8	11
43) Cc1sc(N/N=C/C=C/c2ccccc2)nc1-c1ccccc1
    1	2	0	-4	2	6	16	-4	7
44) CCC(C(=O)OC)n1cnc2c(nnn2-c2ccc(C)cc2)c1=O (stereo unspecified)
    0	-1	-4	-4	-11	-11	-9	5	1
45) Cn1c(C(=O)N2CCCC(C(=O)NCCN3CCOCC3)C2)cc2sccc21 (stereo unspecified)
    10	8	1	0	4	-16	-18	-2	-6

Just ZTA counter, PREPL inhibitor and GSTO1 counter, for some of the entries so far:
entry	molecule	ZTA counter	PREPL inhibitor	GSTO1 counter
22	Cc1ccc(S(=O)(=O)Nc2ccccc2C(N)=O)cc1	-1	7	-3
23	COc1ccc(N2CCN(C(=O)c3ccccc3Br)CC2)c([N+](=O)[O-])c1	0	8	2
24	CC(C)Cn1c(N)c(C(=O)COC(=O)c2ccncc2)c(=O)n(C)c1=O	-2	-8	-9

Next section.
Each structure is followed by: GSTO1 counter	LYPLA2 inh	LYPLA1 counter	PAFAH2 FP inh	PAFAH1B3 FP inh	EBNA-1 inh	ZTA counter	PAD4 inh	PREPL inhibitor
46) COC(=O)c1ccc(C)c(NC(=O)c2ccc(CN3CCc4ccccc4C3)cc2)c1
    -1	4	-4	-6	3	-1	-3	-4	-9
47) Cc1ccc(C(=O)/C=C/c2ccc(-c3ccc(C)cc3)o2)cc1
    -2	-8	-7	-1	-6	-2	7	-7	5
48) CC(CC(=O)OCC(=O)NC1CCS(=O)(=O)C1)c1ccccc1 (stereo unspecified)
    .	.	.	-1	-1	.	.	2	14
49) COc1cc(/C=N/Nc2ccc3ccccc3c2)ccc1OC(=O)c1ccco1
    8	-3	-3	-6	6	5	0	-3	39
50) CN1C(=O)C(C)(C)c2cc(S(=O)(=O)N3CCC(C(=O)NCc4ccc(F)cc4)CC3)ccc21
    -4	-4	2	-5	8	-10	-4	1	3
51) COc1ccc(C2C(C(=O)N3CCN(c4ccc(OC)cc4)CC3)c3ccccc3C(=O)N2C)cc1 (stereo unspecified)
    -3	0	-1	-6	-5	-21	-19	-6	14
52) Cc1ccccc1NC(=O)CCc1c(C)nn(-c2ccc(N3CCCCC3)nn2)c1C
    1	-8	-2	-1	3	-7	8	-2	12
53) CC(=O)n1cc([C@H]2C=C(C(=O)NCc3ccccc3)O[C@@H](OCCCCO)C2)c2ccccc21
    -2	-3	-2	-3	2	0	5	-6	3
54) O=C(CN1C(=O)C2CC=CCC2C1=O)Nc1cc(C(F)(F)F)ccc1N1CCCC1 (stereo unspecified)
    30	0	-3	12	0	-2	0	0	5
55) Cc1cc(NC(=O)CSc2nnc(C)n2-c2ccccc2)no1
    7	3	-1	8	1	7	2	0	6
56) O=C(Nc1ccc(F)c(Cl)c1)c1cccnc1
    6	2	0	10	12	2	-2	-6	0
57) CSC1=NCCN1C(=O)c1ccc(Br)o1
    0	2	-1	3	5	7	-9	-3	-4
58) COc1cccc(OCc2cc(C(=O)NCC3CCCCC3)no2)c1
    4	11	-3	7	7	6	10	-1	-6
59) O=S(=O)(NCc1ccccn1)c1cc(C(F)(F)F)ccc1Cl
    3	6	4	4	6	-3	1	0	6
60) CCOC(=O)N1CCN(C(=O)c2cc3c(s2)-c2c(C)cccc2OC3)CC1
    7	6	-5	20	-1	-8	11	-6	7
61) Cc1cc(-c2ccccc2)nc(N/N=C/c2ccccc2F)n1
    2	-3	-8	2	7	0	-11	-3	17
62) COc1cccc(-n2ccnc2SCC(=O)Nc2cc(OC)ccc2OC)c1
    9	-2	0	-7	11	-15	-14	3	16
63) Cc1cccc(C(C#N)c2nc3ccccc3nc2C(F)(F)F)c1 (stereo unspecified)
    0	0	-2	5	-4	-4	-2	-1	-6
64) Cc1cc(C(=O)COC(=O)c2ccc[nH]c2=O)c(C)n1C
    -1	0	-1	-2	6	6	12	0	-1
65) CCOc1ccccc1CNCCN1CCOCC1
    3	4	-1	-6	-1	2	-1	-1	7
66) Cc1ccccc1C(=O)Nc1scc(-c2ccc(Br)cc2)c1C(=O)O
    -5	-5	0	7	13	5	5	0	-1
67) COc1ccccc1CNC(=O)CCc1cn(C)c2ccccc12
    1	3	0	1	14	5	6	-5	-33
68) Cc1cc(NC(=O)c2sccc2C)n(-c2nc3ccccc3[nH]2)n1
    -29	-58	-32	-22	-1	-14	2	-4	-2
69) CCc1cccc(CC)c1NC(=O)COC(=O)c1ccc2c(c1)S(=O)(=O)c1ccccc1C2=O
    -8	-6	-2	4	0	-9	4	-1	9
70) COc1cccc(CNCCNC(=O)c2ccco2)c1OC
    5	3	-13	7	9	9	-6	4	3
71) COc1ccc(S(=O)(=O)N2CCNCC2)cc1
    6	3	1	0	6	3	-2	0	5
72) COc1ccc(CCNC(=O)c2cc3c(F)cccc3s2)cc1OC
    -7	-5	0	3	-4	0	-1	-5	-21
73) Cc1cc(Cl)c(S(=O)(=O)NCc2cccnc2)cc1OCC(=O)NC1CCCCC1
    6	0	-2	6	2	4	-9	-4	-2
74) CCCN1CCN(CCCNC(=O)CCn2nc(-c3ccccc3)ccc2=O)CC1
    12	-7	-3	-2	6	-7	3	-3	-8
75) Cc1ccc(CNS(=O)(=O)c2ccc3c(c2)CCN3C(=O)C2CCC2)cc1
    -1	7	0	1	-3	-6	-3	-10	9
76) Cc1noc(C)c1COC(=O)C1COc2ccccc2O1 (stereo unspecified)
    0	8	6	6	-5	0	5	5	4
